# High-throughput results from PubChem BioAssay.
# KCNH2 3.1 inh: blocks the human KCNH2 3.1 channel isoform. U2OS KCNH2 3.1, thallium flux FluxOr; active compounds read low. AID 720553. 340,000 tested, 0.95% active. activity change, % (tested at about 1.8 µM);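 active = maximum activity change below -70%; inconclusive = maximum activity change from -70% to -50%; inactive = maximum activity change above -50%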;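 also: thallium influx rate constant from kinetic fluorescence after stimulation buffer; % is scaled to controls: 0 for no effect and ±100 for the full control effect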
#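 Thallium flux via FluxOr fluorescence (Red40 quencher, 45 min loading) in U2OS cells virally expressing the KCNH2 3.1 isoform (1.77 x 10^8 /mL virus, overnight at 37 C). Rate constants from 2-min kinetic reads post-stimulation, normalised to positive and negative controls.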
# FLuc counter: counter-screen for miR-21 project: firefly luciferase inhibitors or activators; P08659; purified FLuc, Km substrates, luminescence inhibition; Potency, µM (series often up to 57.5 µM), for the others: at the top dose activity change, negative = inhibition, most hits filed as inhibitors; 360,000 tested, 6.9% active;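 also: potency is read from the fitted curve at half-maximal effect; plate controls were vehicle for no effect and reference inhibitor for full effect; nearly all actives have a fitted effect of over 55% in size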
# Target sequence (P08659 whole entry, looked up): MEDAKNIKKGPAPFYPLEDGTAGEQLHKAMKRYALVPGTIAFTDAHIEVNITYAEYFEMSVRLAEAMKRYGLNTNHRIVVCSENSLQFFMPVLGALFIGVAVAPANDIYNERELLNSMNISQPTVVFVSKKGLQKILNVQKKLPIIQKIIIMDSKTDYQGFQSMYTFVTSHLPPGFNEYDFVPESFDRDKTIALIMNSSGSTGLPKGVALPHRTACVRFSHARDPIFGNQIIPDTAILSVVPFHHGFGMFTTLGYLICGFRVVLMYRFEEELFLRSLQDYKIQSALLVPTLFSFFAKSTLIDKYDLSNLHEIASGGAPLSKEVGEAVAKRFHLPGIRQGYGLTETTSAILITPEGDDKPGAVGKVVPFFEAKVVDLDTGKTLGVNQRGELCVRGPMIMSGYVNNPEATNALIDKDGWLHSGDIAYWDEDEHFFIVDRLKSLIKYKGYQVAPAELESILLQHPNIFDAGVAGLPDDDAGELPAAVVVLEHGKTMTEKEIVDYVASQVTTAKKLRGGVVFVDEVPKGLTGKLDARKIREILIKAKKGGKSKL
#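 Purified P. pyralis luciferase (10nM final) with 10uM D-luciferin and 10uM ATP (Km levels) in 50mM Tris acetate pH 7.5, 10mM Mg acetate, 0.01% Tween-20, 0.05% BSA; qHTS 6-point titration, ~60 µM downward; luminescence read.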
# uPA surface inh: cell surface uPA generation inhibition. Potency, µM (series often up to 38.3 µM), for inactives: at the highest dose activity change, negative = inhibition, most hits filed as inhibitors. cell surface uPA generation assay, qHTS. 330,000 tested, 0.31% active; active = well fitted inhibition curve with a large enough effect; inconclusive = small, poorly fitted or top-dose-only effect; inactive = no such curve, though single readings can be large or run the other way; tested in mouse RAW 264.7 cells; also: potency is read from the fitted curve at half-maximal effect; % is scaled to controls: 0 for no effect and ±100 for the full control effect; nearly all actives have a fitted effect of over 55% in size
# ELG1 genotox: genotoxicity induction in ELG1-luciferase HEK293T cells | HEK293T ELG1-luciferase reporter, luminescence, 16 h | Potency, µM (top dose mostly 46 µM), for the others: top-dose activity change, positive = activation, usual class: activators | 330,000 tested, 1.3% active | AID 504466; also: potency is read from the fitted curve at half-maximal effect; % of control where 0% means no effect; nearly all actives have a fitted effect of over 60% in size
#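 HEK293T cells expressing luciferase-tagged ELG1 were treated with compound or DMSO for 16 hr at 37°C. Luciferase activity was then read after 30 min with ONE-Glo at room temperature; rising signal flags genetic stress.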
# Giardia killer: kills Giardia lamblia | activity change, % at 7.66 µM, hits read low | Giardia lamblia trophozoite viability | 340,000 tested, 0.15% active; in the data active = activity change below about -80%; inconclusive = between about -30% and that limit;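 also: parasites exposed to compound for two days anaerobically before the ATP read; % is scaled to controls: 0 for no effect and ±100 for the full control effect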
#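 Viability, read as ATP luminescence: trophozoites at 100 cells/well, compound added, 48 hrs anaerobic at 37 deg C, then 15-30 min room-temperature development before reading.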
# RORgamma inh: inhibitors of mouse ROR gamma transcriptional activity; Drosophila S2 Gal4-RORgamma UAS-luciferase reporter, 20 h; Potency, µM (doses to about 53.6 µM), without a hit: top-dose activity change, negative = inhibition, actives largely listed as inhibitors; 310,000 tested, 5.4% active; AID 2551; also: potency is read from the fitted curve at half-maximal effect; % is scaled to controls: 0 for no effect and ±100 for the full control effect; nearly all actives have a fitted effect of over 60% in size
# Target sequence (P51450 whole entry, looked up, the tested form may be a part): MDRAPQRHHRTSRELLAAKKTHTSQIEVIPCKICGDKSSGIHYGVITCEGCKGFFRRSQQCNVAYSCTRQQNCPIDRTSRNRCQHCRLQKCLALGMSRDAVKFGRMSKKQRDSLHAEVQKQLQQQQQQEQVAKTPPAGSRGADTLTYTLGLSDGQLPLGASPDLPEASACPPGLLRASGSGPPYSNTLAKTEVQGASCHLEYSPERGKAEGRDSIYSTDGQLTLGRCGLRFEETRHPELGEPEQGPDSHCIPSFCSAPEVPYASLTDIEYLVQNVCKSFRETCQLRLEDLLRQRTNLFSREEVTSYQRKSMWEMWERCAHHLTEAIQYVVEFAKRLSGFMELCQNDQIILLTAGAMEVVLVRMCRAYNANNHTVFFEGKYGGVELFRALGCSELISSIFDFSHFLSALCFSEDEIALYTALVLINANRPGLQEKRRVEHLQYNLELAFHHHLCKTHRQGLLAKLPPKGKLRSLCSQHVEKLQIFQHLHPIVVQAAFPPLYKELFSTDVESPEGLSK
#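 Using a luciferase readout, inhibitors were identified by reduced reporter activity in Drosophila cells coexpressing a copper-inducible Gal4–ROR gamma fusion and UAS-driven Photinus luciferase, incubated 20 hr after 700 uM copper sulfate.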
# Rab9 promoter act: activates the Rab9 promoter | Huh7 Rab9 promoter-luciferase reporter, luminescence, 24 h | Potency, µM (highest dose often 9.22 µM), for the others: at the top dose activation, negative = inhibition, most hits filed as activators | 320,000 tested, 2.8% active | AID 485297; also: potency is read from the fitted curve at half-maximal effect; % of control where 0% means no effect; nearly all actives have a fitted effect of over 60% in size
#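 Measured in stably transfected Huh7 cells bearing a Rab9 promoter–luciferase construct: 24 h compound treatment at 37 °C, followed by luminescence detection.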
# Coupling enz: inhibits coupling enzyme system, counter-screen for aldolase hits; coupling enzyme system counterscreen, AmpLite Red fluorescence; activity change, negative = inhibition, % at 58.2 µM, hits read low; 290,000 tested, 0.67% active; AID 2472; in the data active = activity change below about -30%; also: % is scaled to controls: 0 for no effect and ±100 for the full control effect
#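 Counterscreen lacking aldolase: glyceraldehyde-3-phosphate coupling-enzyme reagent preincubated 10 min at RT with compound (at 57.5 uM final), then substrate/coupling system with AmpLite Red added; fluorescence read at 525/598 nm after 20 min RT.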
# NPC1 prom act: NPC1 promoter activation | Huh7 NPC1 promoter luciferase reporter, 24 h | Potency, µM (titrated, usually from 9.22 µM), without a hit: at the highest dose activation, most hits filed as activators | 320,000 tested, 2.4% active;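 also: potency is read from the fitted curve at half-maximal effect; % of control where 0% means no effect; nearly all actives have a fitted effect of over 60% in size; reporter is driven by a mutant NPC1 promoter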
#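 NPC1 promoter–luciferase Huh7 cells; 24 h compound; luminescence.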
# Tb PFK block: T. brucei PFK enzyme inhibition; O15648; Potency, µM (top dose mostly 57.5 µM), for the others: top-dose activity, negative = inhibition, usual class: inhibitors; AID 485367; T. brucei PFK, ADP-Glo luminescence; 330,000 tested, 0.17% active;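 also: potency is read from the fitted curve at half-maximal effect; 0% = uninhibited 1x PFK enzyme wells and -100% = no-enzyme wells; nearly all actives have a fitted effect of over 60% in size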
#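 1.25 nM PFK with 0.5 mM F6P and 0.1 mM ATP in 0.1 M TEA pH 8.0, 5 mM MgCl2, incubated 45 min at room temperature; ADP measured by ADP-Glo luminescence; compounds titrated up to 57 uM.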
# VP16 counter: Gal4-VP16 reporter inhibition counter-screen | Potency, µM (top dose mostly 53.6 µM), inactives show at the top dose activity, negative = inhibition, usual class: inhibitors | Drosophila S2 Gal4-VP16 UAS-luciferase, luminescence, 20 h | 310,000 tested, 3.5% active | AID 2546;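 also: Gal4-VP16 expression switched on by copper sulfate through the metallothionein promoter; potency is read from the fitted curve at half-maximal effect; % is scaled to controls: 0 for no effect and ±100 for the full control effect; nearly all actives have a fitted effect of over 50% in size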
# An asterisk follows results filed as active; u = inconclusive; x = no result given; & = joins results of further samples; [ ] = remark or other dose. Unless noted, calls follow the shape of the dose curve; as a rule, active = well fitted curve in the direction sought with a large enough effect; inconclusive = small, poorly fitted or top-dose-only effect, or another doubt; inactive = no such curve, though single readings can be large; an effect the other way counts as inactive or inconclusive. This is a random part of the collection; 14% or so of the library scored in one or more.
SMILES,KCNH2 3.1 inh,FLuc counter,uPA surface inh,ELG1 genotox,Giardia killer,RORgamma inh,Rab9 promoter act,Coupling enz,NPC1 prom act,Tb PFK block,VP16 counter
O=C(Nc1cccc(Cl)c1)N1N=CCC1c1ccccc1 (stereo not given),2,-3%,10%,-3%,2,-34%,-1%,-5,1%,-4%,-12%
Cc1cc(S(=O)(=O)N(Cc2cccs2)Cc2ccccc2F)ccc1-n1cnnn1,-48,0%,-3%,-1%,3,-29%,-4%,-1,-1%,4%,-4%
NC(=O)N1CCCC1C(=O)Nc1ccc(Cl)c(Cl)c1 (stereo not given),37,-2%,1%,-5%,0,-22%,-1%,-2,-2%,-4%,13%
O=C(CN1C(=O)c2ccccc2S1(=O)=O)Nc1ccccn1,-1,0%,1%,0%,-8,x,-3%,x,2%,0%,x
CN(C)C1(CNC(=O)Nc2ccccc2)CCCCC1,6,-1%,0%,4%,4,-14%,3%,0,-4%,-1%,-1%
CCCOC(=O)c1ccc(NC(=O)C2C3C=CC(O3)C2C(=O)O)cc1 (stereo not given),2,u,-3%,u,23,-33%,7%,15,2%,6%,u
O=C(NC1CCc2ccccc21)C1CCN(S(=O)(=O)c2ccc(-n3cnnn3)cc2)CC1 (stereo not given),-14,3%,1%,-12%,-8,14%,0%,1,-3%,0%,18%
CCN(C(=O)COC(=O)C1CCN(S(=O)(=O)c2c(Cl)cccc2Cl)CC1)C1CCCCC1,-6,2%,6%,0%,-2,-2%,5%,x,-1%,3%,11%
O=C(COc1ccc(Cl)cc1Cl)OCC(=O)c1ccc[nH]1,3,x,16%,0%,3,x,-5%,x,-1%,-22%,x
COc1ccccc1NC(=O)c1cc(Sc2nncn2C)nc2ccccc12,2,0%,0%,-7%,2,-3%,0%,-1,1%,-4%,-9%
COc1cc(C)c(S(=O)(=O)N2CCOCC2)cc1C(C)C,24,-2%,-1%,-5%,8,27%,-5%,-5,1%,4%,7%
Cc1cc(Nc2cccc(C)c2C)n2ncnc2n1,-18,4%,-2%,3%,3,12%,3%,3,-2%,-1%,-1%
Cc1ccc(CN2C(=O)CCC2C(=O)NCCCN2CCCC(C)C2)cc1 (stereo not given),0,-1%,-2%,-1%,-13,-20%,-4%,4,-3%,2%,6%
CO/N=C/CC(=O)c1cnc(-c2ccccc2)s1,0,-3%,0%,8%,3,-21%,15%,-24,1%,0%,-1%
CCN1C(=O)[C@H]2[C@@H](c3ccc(-c4ccc(Cl)c(Cl)c4)c(OC)c3)N[C@@](C)(C(=O)OC)[C@H]2C1=O,4,-2%,9%,-2%,14,x,-2%,x,0%,0%,x
O=C(NCc1cccnc1)C1CCN(S(=O)(=O)c2cc([N+](=O)[O-])ccc2Cl)CC1,-4,x,-2%,0%,-1,x,x,x,x,3%,x
CC1CCCC(C)N1CC(O)COCC1COc2ccccc2O1 (stereo not given),-5,-2%,-3%,3%,7,-5%,21%,x,-4%,1%,-3%
C=C(C)C1CC=C(C)/C(=N/NC(=O)COc2ccc(C)cc2)C1 (stereo not given),x,1%,3%,3%,6,u,-4%,1,-1%,-6%,-24%
Cc1ccc(-c2nc3cc(NS(=O)(=O)c4ccc(C)cc4)ccc3o2)cc1,-16,u,x,6%,1,24%,6%,-5,-1%,4%,-3%
NC(=O)c1ccccc1NC(=O)COC(=O)C1(c2ccccc2)CC1,6,3%,0%,-4%,1,x,-4%,x,-1%,21%,x

# Sorted by SMILES length (smallest number first): part of the list above.
SMILES,KCNH2 3.1 inh,FLuc counter,uPA surface inh,ELG1 genotox,Giardia killer,RORgamma inh,Rab9 promoter act,Coupling enz,NPC1 prom act,Tb PFK block,VP16 counter
CN(C)C1(CNC(=O)Nc2ccccc2)CCCCC1,6,-1%,0%,4%,4,-14%,3%,0,-4%,-1%,-1%
O=C(COc1ccc(Cl)cc1Cl)OCC(=O)c1ccc[nH]1,3,x,16%,0%,3,x,-5%,x,-1%,-22%,x
C=C(C)C1CC=C(C)/C(=N/NC(=O)COc2ccc(C)cc2)C1 (stereo not given),x,1%,3%,3%,6,u,-4%,1,-1%,-6%,-24%
CCN1C(=O)[C@H]2[C@@H](c3ccc(-c4ccc(Cl)c(Cl)c4)c(OC)c3)N[C@@](C)(C(=O)OC)[C@H]2C1=O,4,-2%,9%,-2%,14,x,-2%,x,0%,0%,x

# Next entries
SMILES,KCNH2 3.1 inh,FLuc counter,uPA surface inh,ELG1 genotox,Giardia killer,RORgamma inh,Rab9 promoter act,Coupling enz,NPC1 prom act,Tb PFK block,VP16 counter
CCn1cc([N+](=O)[O-])c(C(=O)NCc2ccc3c(c2)OCO3)n1,-4,3%,-5%,-1%,8,-18%,-1%,3,2%,3%,8%
CCCOc1ccc(/C=N/Nc2ccccc2[N+](=O)[O-])c(OCCC)c1,-6,u,3%,u,0,43%,1%,-4,1%,0%,0%
Cc1ccc(NC(=O)c2cc(S(=O)(=O)N3CCOCC3)cs2)cc1,-6,0%,-5%,-5%,-5,12%,0%,1,1%,2%,27%
COC(=O)c1ccc(-c2csc(NC(=O)c3ccc(S(=O)(=O)N4CCc5ccccc5C4)cc3)n2)cc1,9,7%,-2%,u,-11,-3%,-20%,2,-6%,2%,-24%
Cc1cccc(-n2c(O)c(/C=N/NC(=O)c3ccccc3Cl)c3ccccc3c2=O)n1,12,u,-3%,-6%,13,6.3µM*,1%,-1,-2%,-1%,4.5µM*
O=C(c1ccccc1Sc1c(Cl)cccc1[N+](=O)[O-])N1CCOCC1,2,6%,0%,-1%,-11,13%,1%,0,0%,-1%,2%
COc1cccc(/C=N\NC(=O)c2cc(OCC(F)(F)F)ccc2OCC(F)(F)F)c1,x,-1%,-9%,0%,-9,-34%,-3%,-1,0%,2%,-24%
N=C(N)N=Nc1c(O)[nH]c2ccc(Br)cc12,9,0%,0%,2%,-23,-3%,-14%,1,12%,5%,-1%
CCCc1nnc(SCc2ccc(OCC)cc2)n1N,6,-3%,-1%,-3%,12,-4%,-6%,10,7%,-5%,4%
CCOC(=O)Cn1nc(/C=C/c2ccc(C(C)C)cc2)ccc1=O,-39,11µM*,-7%,1%,-2,u,13%,0,22%,-4%,-6%
N#Cc1ccc(N2CCN(C(=O)c3cccs3)CC2)c(F)c1,5,-2%,2%,-3%,13,39%,16%,0,2%,1%,3%
CCOC(=O)C1(Cc2ccccc2)CCCN(CCO)C1 (stereo not given),4,1%,4%,-4%,-3,-6%,-10%,-1,-5%,0%,-4%
CC(=O)N1CCN(S(=O)(=O)c2cccc(C(=O)N(Cc3ccccc3)c3ccc(C)cc3)c2)CC1,6,u,-4%,12%,-15,x,0%,x,-2%,1%,x
CCCCCC(=O)NC(=S)NNC(=O)c1ccc([N+](=O)[O-])cc1,-7,7%,-3%,-1%,u,14µM*,-4%,5,-2%,0%,u
FC(F)(F)c1cc(-c2cccs2)nc(-n2cc(Cl)cn2)n1,-21,7%,-3%,-13%,17,-16%,-3%,0,1%,-3%,-11%
O=C(Nc1ccc(-c2n[nH]c(=S)o2)cc1)c1ccccc1Cl,2,11µM*,-27%,11%,u,4%,22%,9,19%,8%,8%
O=C(N/N=C/C1CCCCC1)c1ccccn1,21,13µM*,-2%,u,-1,u,-1%,3,-6%,0%,0%
CC(C)(C)c1ccc(O)c(N)c1,x,-9%,x,2%,x,-30%,0%,-5,0%,-13%,-4%
COc1ccc(CCNC(=O)CCC(=O)Nc2ccc3nc(N4CCN(C)CC4)cc(C)c3c2)cc1OC,-15,-10%,-17%,10%,-21,10%,-6%,2,-4%,-1%,-7%[10 µM]
CCOC(=O)CSc1nc2cc3c(cc2cc1C)OCO3,-11,2%,-2%,0%,-10&5,4%,-2%,1,-6%,2%,2%
O=C(c1cccc(S(=O)(=O)NCc2ccc3c(c2)OCO3)c1)N1CCCC1,8,1%,-23%,-1%,-6,x,3%,x,0%,5%,x
COc1cc(SC)ccc1C(=O)Nc1ncc(C)s1,17,0.13µM*,3.5µM*,u,u,2.5µM*,0.45µM*,-6,u,-10%,u

# Random excerpt: 2 records from the list.
SMILES,KCNH2 3.1 inh,FLuc counter,uPA surface inh,ELG1 genotox,Giardia killer,RORgamma inh,Rab9 promoter act,Coupling enz,NPC1 prom act,Tb PFK block,VP16 counter
CCOC(=O)C1(Cc2ccccc2)CCCN(CCO)C1 (stereo not given),4,1%,4%,-4%,-3,-6%,-10%,-1,-5%,0%,-4%
CC(C)(C)c1ccc(O)c(N)c1,x,-9%,x,2%,x,-30%,0%,-5,0%,-13%,-4%
